# Compound activity: PubChem BioAssay, several laboratories
# b-catenin transl: alters nuclear translocation of beta-catenin in HeLa cells | immunofluorescence imaging | nuclear translocation activity, % at 5 µM | hit rate 0.3% among 190,000;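 active = nuclear translocation activity above 50% at 5 µM, with a well cell count of 50 or more; inconclusive = wells under 50 cells across six images, flagged as toxic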;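 note: per-cell ratio of nuclear to cytoplasmic median beta-catenin stain intensity; plate controls were DMSO negative control for no effect and GSK-3 inhibitor IX positive control for full effect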
#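 Test system: human HeLa cells, native beta-catenin. Compound dosing: 5 µM primary single dose, 0.1% DMSO, 0.02–20 µM confirmation series. Incubation: compound exposure 24 h at 37°C. Detection: beta-catenin immunostaining with DAPI counterstain, 20x imaging, 6 fields/well. Read-out basis: Nuclear/cytoplasmic beta-catenin signal ratio, % activation.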
# Lipid droplet: modulators of hepatic lipid droplet formation | inhibition, % at 6.5 µM | AID 1656 | hit rate 0.4% among 240,000 | AML12 mouse hepatocytes, oleate lipid droplets, BODIPY imaging;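 active = lipid droplet intensity inhibited by at least 50%, with more than 500 cells counted; inconclusive = wells with under 300 cells, treated as cytotoxic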
#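 material = mouse AML12 hepatocyte cell line, fixed after treatment | also added = 100 µM oleic acid challenge | doses = compound at 6.5 µM only | schedule = overnight exposure | technique = Image-based BODIPY and DAPI two-channel analysis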
# MT stabilize HCS: microtubule stabilization, imaging screen. HeLa tubulin immunostaining HCS, 24 h; share of cells brighter than vehicle mean+2SD. % tubulin-high responders, % at 10 µM. hit rate 0.83% among 200,000;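 active = plate Z-score above 3 for both tubulin-high and condensed-nucleus cell shares, with cell loss under 80%, at 10 µM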;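 note: anti alpha tubulin signal scored within the nucleus-defined area of each cell; some results filed as inactive read as strong as hits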
# Dynein transport: dynein cargo transport inhibition; z-score, hits read low; hit rate 0.47% among 220,000; 3617.4 mouse cells, GR-EGFP nuclear translocation imaging; test concentration mostly 20 µM; stimulated with dexamethasone, 1 µM; hits give low values;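 active = plate z-score of nuclear minus cytoplasmic receptor signal below a set negative limit, without overly bright fluorescence or cell loss, cut at about -3.5 in these data, passing the limit was not always enough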;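 note: z-score of nuclear minus cytoplasmic ring GR-EGFP intensity difference per well; some compounds called inactive have numbers as strong as hits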
#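 medium = tetracycline-free induction medium containing charcoal-stripped FBS | probe or stimulus = dexamethasone, 1.0 µM final | timing = 48 h induction, then 1 h compound, then 30 min agonist, 37 °C | detection = automated 10x imaging of fixed Hoechst-stained cells | read-out basis = nuclear versus cytoplasmic GR-EGFP signal, averaged per well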
# Autophagy HCS: autophagy modulation, high-content screen. MEF GFP-LC3 puncta imaging; test concentration mostly 10 µM. calls only at 10 µM (by protocol). hit rate 0.98% among 190,000;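 active = percentage of spot-positive cells more than 3 SD above its plate mean, without a fluorescence outlier flag or 80% toxicity; inconclusive = no clear call, values can overlap the other calls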;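 note: spot-positive cell cutoff set from DMSO-treated cells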
# Dynein transport cytoplasmic EGFP: also measured in Dynein transport; calls as there; z-score; measured here: cytoplasmic GR-EGFP intensity; hits give high values
# Dynein transport nuclear GR-EGFP: recorded beside Dynein transport, whose call it bears; z-score; measured here: nuclear GR-EGFP intensity;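 lower value marks the stronger effect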
# Dynein transport cell count: second read-out of Dynein transport, no call of its own (marks repeat the call); z-score; measured here: cell count per field
# Lipid droplet cells 6.5 µM: second read-out of Lipid droplet, no call of its own (marks repeat the call); cell count; measured here: cell count, cytotoxicity flag;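 cells counted across two imaged fields per well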
# b-catenin transl cell count 5 µM: second read-out of b-catenin transl, no call of its own (marks repeat the call); cell count; measured here: cell count, cytotoxicity flag
# MT stabilize HCS Hoechst-high %: recorded beside MT stabilize HCS, whose call it bears; % Hoechst-high responders; measured here: nuclear condensation Hoechst responders;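 share of cells brighter than vehicle mean plus two SD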
# MT stabilize HCS cytotoxicity %: recorded beside MT stabilize HCS, whose call it bears; toxicity, %; measured here: cytotoxicity by cell density;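 0% = mean cell density of plate MIN control wells and 100% = no cells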
# Autophagy HCS cell loss 18 h: recorded beside Autophagy HCS, whose call it bears; toxicity, %; measured here: cell loss, nuclei count;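 cell loss after 18 h compound exposure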
# * marks the source's active call; other numbers are inactive results; i = inactive; ? = inconclusive; · = not tested or not shown.
SMILES,b-catenin transl,b-catenin transl cell count 5 µM,Lipid droplet,Lipid droplet cells 6.5 µM,MT stabilize HCS,Dynein transport,Dynein transport cytoplasmic EGFP,Dynein transport nuclear GR-EGFP,Dynein transport cell count,Autophagy HCS,others
COc1ccc(OC)c(CC(=O)N(C)C2CCCN(Cc3ccccc3F)C2)c1 (stereo not drawn),·,·,-3,865,·,·,·,·,·,·,
Cc1cc(C)cc(NC(=O)CCNC(=O)N2C[C@H]3C[C@@H](C2)c2cccc(=O)n2C3)c1,·,·,-1,790,·,·,·,·,·,·,
CCOc1cc2c(cc1OCC)-n1cccc1C(c1ccc(OC)c(O)c1)NC2 (stereo not drawn),·,·,2,848,·,·,·,·,·,·,
Cc1ccc(CN2CCCN(Cc3ccc(Cl)cc3)S2(=O)=O)cc1,·,·,10,869,·,·,·,·,·,·,
O=c1c2ccccc2nc(/C=C/c2ccc(O)c(O)c2)n1-c1ccccc1,·,·,0,835,·,·,·,·,·,·,
O=C1CN(O)C(c2ccccc2Cl)=c2cc(Br)ccc2=N1,·,·,4,863,·,·,·,·,·,·,
Cc1ccc(NC2=NCCCS2)cc1Cl,·,·,19,767,·,·,·,·,·,·,
Cc1c(OC(=O)N(C)C)ccc2c1O/C(=C\c1ccco1)C2=O,·,·,-26,795,·,·,·,·,·,·,
COc1ccc(CN2CCN(C(=O)COc3ccc4ccccc4c3)CC2)c(OC)c1,·,·,-22,740,·,·,·,·,·,·,
CCOP(=O)(/C=C(\Cl)c1ccccc1)C(O)c1ccc(F)cc1 (stereo not drawn),·,·,-53,838,·,·,·,·,·,·,
CCC1(OC(=O)CN)C(=O)OCc2c1cc1n(c2=O)Cc2cc3ccccc3nc2-1 (stereo not drawn),1.4,715,?,·,·,-0.88,-0.2,-0.012,1.3,·,
CC/C(=N\NC(N)=O)c1c(O)[nH]c(=O)[nH]c1=O,2.0,1280,-1,670,·,-0.87,-0.19,0.12,0.11,·,
CCN(CC)c1ccc(N=Cc2c(O)n(-c3ccccc3)c(=O)[nH]c2=O)cc1,-0.3,1296,-7,710,·,-0.6,-0.17,0.028,1.1,·,
Cc1ccccc1NC(=O)NCCN1CC1,3.8,1221,12,719,·,1.9,-0.14,1.4,-1.9,·,
Cc1ccc(OCCn2cccc2/C=C2/C(=O)NC(=O)N(Cc3ccco3)C2=O)cc1,0.4,1349,5,772,·,0.18,-0.25,0.17,-0.42,·,

# 11 structures from above, sorted by length of the SMILES, low to high.
SMILES,b-catenin transl,b-catenin transl cell count 5 µM,Lipid droplet,Lipid droplet cells 6.5 µM,MT stabilize HCS,Dynein transport,Dynein transport cytoplasmic EGFP,Dynein transport nuclear GR-EGFP,Dynein transport cell count,Autophagy HCS,others
Cc1ccccc1NC(=O)NCCN1CC1,3.8,1221,12,719,·,1.9,-0.14,1.4,-1.9,·,
O=C1CN(O)C(c2ccccc2Cl)=c2cc(Br)ccc2=N1,·,·,4,863,·,·,·,·,·,·,
CC/C(=N\NC(N)=O)c1c(O)[nH]c(=O)[nH]c1=O,2.0,1280,-1,670,·,-0.87,-0.19,0.12,0.11,·,
Cc1ccc(CN2CCCN(Cc3ccc(Cl)cc3)S2(=O)=O)cc1,·,·,10,869,·,·,·,·,·,·,
Cc1c(OC(=O)N(C)C)ccc2c1O/C(=C\c1ccco1)C2=O,·,·,-26,795,·,·,·,·,·,·,
CCOc1cc2c(cc1OCC)-n1cccc1C(c1ccc(OC)c(O)c1)NC2 (stereo not drawn),·,·,2,848,·,·,·,·,·,·,
COc1ccc(CN2CCN(C(=O)COc3ccc4ccccc4c3)CC2)c(OC)c1,·,·,-22,740,·,·,·,·,·,·,
CCN(CC)c1ccc(N=Cc2c(O)n(-c3ccccc3)c(=O)[nH]c2=O)cc1,-0.3,1296,-7,710,·,-0.6,-0.17,0.028,1.1,·,
CCC1(OC(=O)CN)C(=O)OCc2c1cc1n(c2=O)Cc2cc3ccccc3nc2-1 (stereo not drawn),1.4,715,?,·,·,-0.88,-0.2,-0.012,1.3,·,
Cc1ccc(OCCn2cccc2/C=C2/C(=O)NC(=O)N(Cc3ccco3)C2=O)cc1,0.4,1349,5,772,·,0.18,-0.25,0.17,-0.42,·,
Cc1cc(C)cc(NC(=O)CCNC(=O)N2C[C@H]3C[C@@H](C2)c2cccc(=O)n2C3)c1,·,·,-1,790,·,·,·,·,·,·,

# New compounds follow.
SMILES,b-catenin transl,b-catenin transl cell count 5 µM,Lipid droplet,Lipid droplet cells 6.5 µM,MT stabilize HCS,Dynein transport,Dynein transport cytoplasmic EGFP,Dynein transport nuclear GR-EGFP,Dynein transport cell count,Autophagy HCS,others
CC(=NCC1CCCO1)c1c(O)n(C2CCCCC2)c(=O)[nH]c1=O (stereo not drawn),1.7,1297,10,681,·,-1.5,-0.23,-0.51,1.6,·,
CCOC(=O)c1ccc(N=C(CC)c2c(O)n(C)c(=O)n(C)c2=O)cc1,0.3,1370,5,749,·,-0.52,-0.2,0.082,1.3,·,
O=C(/C=C/c1ccc2c(c1)OCO2)c1c(O)n(CCc2ccccc2)c(=O)[nH]c1=O,-0.6,1238,5,727,·,-0.96,-0.13,-0.4,0.066,·,
Cc1cc(/C=C2/C(=O)NC(=O)N(c3ccccc3)C2=O)c(C)n1-c1ccc(F)cc1,·,·,·,·,2.6,-0.56,-0.1,-0.3,-0.47,i,MT stabilize HCS Hoechst-high %=1.4;MT stabilize HCS cytotoxicity %=2.9;Autophagy HCS cell loss 18 h=2
O=C(c1ccc2nc3ccc(Cl)cc3c(=O)n2c1)N1CCC2(CC1)OCCO2,·,·,·,·,1.6,2.3,-0.059,1.8,-2.7,i,MT stabilize HCS Hoechst-high %=0.0;MT stabilize HCS cytotoxicity %=22;Autophagy HCS cell loss 18 h=8
COc1ccc(N2CCN(CCCN)CC2)cc1,·,·,·,·,2.7,-0.94,-0.2,-0.27,-0.33,i,MT stabilize HCS Hoechst-high %=0.8;MT stabilize HCS cytotoxicity %=1.9;Autophagy HCS cell loss 18 h=6

# A portion of the library, so the mix of outcomes need not match the whole.
